Screening results: PubChem, several laboratories
V-ATPase pHluor – regulators of yeast V-ATPase proton transport; S. cerevisiae, pHLuorin cytosolic pH fluorescence; response, % at 10 µM; actives 0.37% (n = 350,000); in the data active means response mostly above about 7.3%, no sharp cut-off; inactive means mostly below about 5.4%; further: actives read high; inactives centre near 0; some compounds called inactive have numbers as strong as hits; reference of the scale not given here
CAL-PDZ inh HTS – CAL PDZ (human) peptide binding inhibition; purified CAL PDZ, TMR-peptide fluorescence polarization, 1 h; inhibition, % at 24.9 µM; AID 602252; actives 0.92% (n = 300,000); Q9HD26;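 active means mean inhibition of at least 30% with at least half of replicates also reaching 30%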;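 further: 0% = DMSO neutral control and 100% = excess unlabeled competitor peptide PRC23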
RTF Ca sens inh – cardiac RTF calcium desensitization. IANBD-labeled cardiac RTF, Ca2+ fluorescence. P19429+P45379. actives 0.12% (n = 340,000). AID 493244. inhibition, % at 7.15 µM;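 active means inhibition above the mean inhibition of all tested compounds plus 3 SD, cut at about 17% in these data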;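 further: assay run at fixed EC70 calcium of 1.6 mM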
LANA DNA inh – KSHV C-LANA DNA binding inhibition. MBP-C-LANA/FAM-LBS DNA binding, fluorescence polarization. inhibition, % at 9 µM. actives 0.078% (n = 340,000). AID 504423;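 active means highest replicate inhibition at or above 60% at 9 µM, even if other replicates fall short; inactive means all replicates below 60% inhibition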;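 further: 0% = neutral control wells and 100% = 4 µM acridine orange control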
OPRM1-OPRD1 ag – agonists of human mu-delta opioid receptor heterodimerization | AID 504326 | actives 0.3% (n = 340,000) | activation, % at 9.3 µM | P35372+P41143 | cells, OPRM1-OPRD1 heterodimerization, luminescence; in the data active means activation above about 18%;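 further: 0% = vehicle-treated cells and 100% = reference agonist; values of inactives mirror those of a sister screen read the other way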
OPRM1-OPRD1 inv – mu-delta opioid heterodimer inverse agonism | cell-based MOR-DOR heterodimer luminescence | inhibition, % at 9.3 µM | actives 0.21% (n = 340,000) | P35372+P41143; in the data active means inhibition above about 22%, passing the limit was not always enough;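 further: 0% = cells with DMSO and 100% = wells without cells with DMSO; values of inactives mirror those of a sister screen read the other way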
HTR5A ag – counter-screen for OPRM1-OPRD1 agonists: human HTR5A agonism; P47898; HTR5A agonist assay, luminescence, cell-based; activation, % at 9.3 µM; actives 0.61% (n = 340,000); AID 504692; in the data active means activation mostly above about 9.5%, no sharp cut-off; inactive means mostly below about 7.6%;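 further: 0% = cells with vehicle only and 100% = reference agonist; strong numbers were not always called active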
Target sequence (P47898 whole entry, looked up): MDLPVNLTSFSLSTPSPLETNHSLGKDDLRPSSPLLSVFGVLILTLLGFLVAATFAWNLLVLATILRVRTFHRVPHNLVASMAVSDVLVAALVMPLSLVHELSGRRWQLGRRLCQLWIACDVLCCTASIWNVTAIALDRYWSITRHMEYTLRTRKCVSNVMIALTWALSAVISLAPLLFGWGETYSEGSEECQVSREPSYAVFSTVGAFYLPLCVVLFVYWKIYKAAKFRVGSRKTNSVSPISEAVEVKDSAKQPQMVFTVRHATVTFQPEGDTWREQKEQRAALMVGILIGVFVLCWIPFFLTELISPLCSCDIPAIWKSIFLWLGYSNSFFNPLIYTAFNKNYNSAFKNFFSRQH
RTF Ca sens act – cardiac RTF calcium sensitization; P19429+P45379; IANBD-labeled TnC RTF fluorescence at EC20 calcium; 0% EC20 calcium, 100% full calcium; activation, % at 7.2 µM; actives 0.24% (n = 340,000);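 active means activation above the mean over all tested compounds plus 3 SD, cut at about 30% in these data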;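 further: rise in fluorescence read as greater calcium sensitivity of cardiac thin filaments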
HTR5A inv ag – HTR5A inverse agonism, opioid heterodimer counter-screen | actives 0.083% (n = 340,000) | HTR5A cell line, luminescence | P47898 | inhibition, % at 9.3 µM; in the data active means inhibition mostly above about 23%, no sharp cut-off; inactive means mostly below about 18%;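 further: 0% = cells with DMSO and 100% = no-cell wells with DMSO; some compounds called inactive have numbers as strong as hits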
Keap1 Nrf2 FP – inhibitors of human Keap1-Nrf2 protein-protein interaction | Q14145 | Keap1 Kelch-Nrf2 peptide fluorescence polarization, 1536-well | inhibition, % at 9.4 µM | AID 504523 | actives 0.15% (n = 340,000); in the data active means inhibition above about 12%;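 further: human Keap1 Kelch domain with fluorescein labeled Nrf2 9mer peptide probe; 0% = neutral control wells and 100% = peptide positive control; higher means more block of Keap1 binding to Nrf2 peptide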
Target sequence (Q14145 whole entry, looked up, the tested form may be a part): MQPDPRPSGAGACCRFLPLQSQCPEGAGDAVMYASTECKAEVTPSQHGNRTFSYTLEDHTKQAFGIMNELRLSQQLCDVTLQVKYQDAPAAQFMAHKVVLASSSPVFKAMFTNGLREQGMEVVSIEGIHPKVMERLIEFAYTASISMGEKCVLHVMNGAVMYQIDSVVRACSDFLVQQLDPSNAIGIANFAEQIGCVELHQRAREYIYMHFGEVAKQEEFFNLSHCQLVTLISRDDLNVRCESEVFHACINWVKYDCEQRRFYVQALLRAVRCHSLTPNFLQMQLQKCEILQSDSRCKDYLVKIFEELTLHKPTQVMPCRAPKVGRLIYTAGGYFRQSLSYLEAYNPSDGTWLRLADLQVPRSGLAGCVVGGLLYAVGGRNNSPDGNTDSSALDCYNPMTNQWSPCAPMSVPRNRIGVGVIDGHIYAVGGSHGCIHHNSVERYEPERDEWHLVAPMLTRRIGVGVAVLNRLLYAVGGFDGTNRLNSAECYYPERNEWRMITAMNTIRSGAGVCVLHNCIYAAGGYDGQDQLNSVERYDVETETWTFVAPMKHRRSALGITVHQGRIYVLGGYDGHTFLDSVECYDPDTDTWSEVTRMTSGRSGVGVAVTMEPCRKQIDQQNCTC
An asterisk follows results filed as active; x = not tested or not shown.

SMILES	V-ATPase pHluor	CAL-PDZ inh HTS	RTF Ca sens inh	LANA DNA inh	OPRM1-OPRD1 ag	OPRM1-OPRD1 inv	HTR5A ag	RTF Ca sens act	HTR5A inv ag	Keap1 Nrf2 FP
CCC1CN(C(=O)N2CCC(C(=O)NCc3ccc(OC)cc3OC)CC2)c2ccccc2O1 (configuration not stated)	-3	-24	-8	-1.5	-3.2	17	-5	-4	18	-3
Cc1ccc(-c2nc(SC(C)C(=O)N3CCOCC3)n[nH]2)cc1 (configuration not stated)	-3	3	2	1.3	-1.2	6	-2	-4	-6	-3
CN(C)c1ccc(CN(Cc2ccco2)C(=O)c2ccco2)cc1	-1	-5	-1	1.4	-1.3	7	-2	0	8	3
CCOC(=O)C1CCCN(C(=O)c2cc(S(=O)(=O)Nc3ccccc3OC)ccc2C)C1 (configuration not stated)	-1	30	-2	-0.1	0.0	0	-2	1	5	-5
CCN1CCc2nc(NC(=O)C(c3ccccc3)c3ccccc3)sc2C1	1	-7	-12	-2.1	2.4	-13	4	-2	-14	-16
c1ccc(-c2nc(N3CCOCC3)sc2-c2ccccc2)cc1	1	x	2	0.5	3.6	-29	-4	-9	-27	-1
COc1cccc(C(=O)N(Cc2cccs2)C2CCS(=O)(=O)C2)c1 (configuration not stated)	-1	x	-1	-1.5	-0.5	3	2	-1	-4	2
Cc1cc(C)nc(NNS(=O)(=O)c2ccc(F)c(Cl)c2)n1	-3	1	1	-0.8	-8.1	44*	-5	2	12	3
COc1ccc(NC(=O)CC2C(=O)N(C)C(=S)N2CCc2ccccc2F)cc1 (configuration not stated)	-1	-1	2	-0.1	-0.1	1	-1	2	-17	-3
COc1cc(C(=O)OCC(=O)NC2CCCC2)cc(OC)c1OC	2	-3	-15	0.6	0.7	-3	0	2	1	1
COc1ccc(CNC(=O)c2ccc(S(=O)(=O)N3CCOCC3)cc2)cc1	-2	-3	3	1.3	-1.0	7	-3	10	7	0
CCc1noc(C)c1C(=O)Nc1nc2c(C)cccc2s1	-1	-7	-6	-1.6	1.1	-7	6	-3	6	3
Cc1ccc(S(=O)(=O)/N=C2\CN(C)C(=O)N2C)cc1	-4	-2	-1	-2.5	0.1	-1	-4	5	-19	-4
O=C(NCc1ccc(-n2cccc2)cc1)c1cccc(F)c1	-1	5	9	-0.2	-2.0	10	0	-3	1	5
O=S(=O)(NCc1ccccc1)c1cccc2cccnc12	-3	-3	16	0.2	-1.4	8	3	-5	-8	-7
CCOc1ccc(NS(=O)(=O)c2cc(C)c(C)cc2C)cc1	-2	x	-6	-1.7	6.6	-34	4	-4	36	2
COc1ccc(NC(=S)NC(=O)Cc2ccccc2)c(OC)c1	-1	-4	1	1.5	-0.7	3	1	-1	-3	-2
Cc1cc2cc(CNC(=O)c3ccc4c(c3)OCO4)ccc2n1C	0	-1	-7	1.4	-2.5	14	-3	-2	6	2
CCCCOc1ccc(NC(=O)Cn2c(=O)ccc3c(C)cc(C)nc32)cc1	1	0	-1	0.5	-1.8	11	0	8	19	-1
C=CCN1C(=O)C(Cc2ccc(OC)cc2)SC1=Nc1ccc(C(=O)O)cc1 (configuration not stated)	-1	-3	0	0.8	-2.3	12	-3	0	3	-5
CC(C)N1CCN(C2CSCCSC2)CC1CCO (configuration not stated)	3	-2	-1	-0.4	0.6	-3	-1	0	2	-1
O=C(OC1CCc2ccccc2C1=O)c1ccccc1O (configuration not stated)	4	-5	-1	0.4	9.7	-41	0	-1	-1	-3
COc1cccc(C(=O)Nc2ccc3c(C)cc(=O)oc3c2)c1	5	-3	-9	1.5	-1.9	11	-1	2	-8	3
Cn1c(=O)c(=O)n(C)c2cc(S(=O)(=O)N3CCOCC3)ccc21	-4	-1	-11	3.9	-2.2	11	2	3	1	2
Cn1c(O)c(C2=c3ccccc3=NC2=O)sc1=Nc1ccc(Cl)cc1	-1	-166	1	1.2	-3.0	16	-2	1	6	-6

New compounds follow.
SMILES	V-ATPase pHluor	CAL-PDZ inh HTS	RTF Ca sens inh	LANA DNA inh	OPRM1-OPRD1 ag	OPRM1-OPRD1 inv	HTR5A ag	RTF Ca sens act	HTR5A inv ag	Keap1 Nrf2 FP
Cc1cc(Cl)ccc1OCCCC(=O)NCCc1nnc2ccccn12	2	1	-4	-0.8	-2.3	11	-3	0	-6	-6
O=C(NC(=S)Nc1ccccc1N1CCN(C(=O)c2ccccc2)CC1)c1ccccc1F	0	-2	1	-0.8	-3.0	10	4	8	-2	-2
CCC(Oc1cc(Cl)ccc1Cl)C(=O)N1CCCN(C)CC1 (configuration not stated)	0	-5	-6	-1.5	-2.5	13	-3	0	6	1
Cc1nc2ccc(NS(=O)(=O)c3ccc(F)cc3)cc2s1	-1	x	-17	1.3	0.5	-3	7	8	1	-3
Cc1cccc(CN2CCN(Cc3ccc(-n4cccn4)cc3)CC2CCO)n1 (configuration not stated)	1	4	-6	0.0	2.0	-10	4	3	14	-5
COC(=O)c1ccc(C(=O)NC2CC(C)(C)Cc3c2cnn3-c2ccc(F)cc2)nc1 (configuration not stated)	2	0	3	-0.1	-2.9	16	2	-5	-23	-2
Cn1cccc1-c1nc2ccccc2n1C	1	4	6	-0.1	-1.2	6	0	3	17	-6
CC(NC(=O)Nc1cccc([N+](=O)[O-])c1)c1ccc2c(c1)OCO2 (configuration not stated)	-3	-3	-1	-0.3	-3.0	16	1	0	-8	-2
COc1ccc(NC(=O)c2ccc(-n3nc(C)c[n+]3[O-])cc2)cc1	-1	x	0	0.3	-2.8	13	0	-6	6	1
COCCNS(=O)(=O)c1ccc2c(c1)C(=O)c1cc(S(=O)(=O)NCCOC)ccc1-2	-4	-2	1	0.6	-1.6	7	10	-4	-22	-2
COc1ccc(/C=N\NC(=O)c2nn(C)cc2Cl)cc1CN1CCOCC1	-1	3	3	-1.8	-0.7	4	1	4	2	1
COc1cc(=O)[nH]c(SCC(=O)Nc2ccc3ccccc3c2)n1	-3	-3	-23	1.3	-0.2	1	2	8	-4	-3
COc1ccc(C2=NN3C(=O)c4c(ccc(OC)c4OC)C3C2)cc1 (configuration not stated)	0	-4	7	0.8	-1.8	10	-2	-5	-30	-3
COc1ccc(/C=C2\C(=O)ON=C2c2ccccc2)cc1	3	-3	-4	-0.8	-4.9	22	-1	3	4	1
CSc1nnc(-c2ccccc2)c(-c2ccccc2)n1	5	-2	3	-0.5	2.2	-12	7	-2	-21	-8
Cc1ccc(CCNC(=O)C2CCN(S(=O)(=O)N3CCCC3)CC2)cc1	2	-5	-13	0.9	0.7	-4	2	8	-5	-2
CC(=O)Nc1coc2ccc(Br)cc12	0	3	-1	-0.5	-0.2	1	5	-2	11	-3
Cc1ccccc1C(=O)NNC(=O)C1CCN(C(=O)Nc2ccccc2)CC1	1	0	0	-1.8	0.6	-4	4	-1	-12	0
CN1CCN(c2ccc(NC(=O)CSc3nnnn3-c3ccccc3Cl)cc2)CC1	-5	5	1	0.3	-2.3	12	-5	-5	5	-3
Cc1cc(C)nc(Sc2c(C)n[nH]c2C)n1	1	1	-8	0.5	-2.0	11	3	4	-8	-1
COc1ccc(S(=O)(=O)CCc2nnc(NC(C)=O)s2)cc1	-2	-4	0	1.3	-3.0	15	4	-1	6	2
CC(C)CC(=O)NC(=S)Nc1ccccc1N1CCCC1	1	x	1	2.2	9.0	-46	-2	1	-3	-4
O=C(Nc1ccccc1)/C(=C/c1ccccc1)NC(=O)c1ccco1	-2	-6	1	-1.5	-1.3	7	5	1	-3	2
COC(=O)c1ccc(COc2ccc(C=O)cc2)o1	3	-11	8	0.4	-1.7	9	0	2	-2	2
CCCCn1c(SCC(=O)NC2CCS(=O)(=O)C2)nc2cc(S(N)(=O)=O)ccc21 (configuration not stated)	1	-2	-4	-1.6	-0.2	1	0	1	-15	-6

Remaining list, next part:
SMILES	V-ATPase pHluor	CAL-PDZ inh HTS	RTF Ca sens inh	LANA DNA inh	OPRM1-OPRD1 ag	OPRM1-OPRD1 inv	HTR5A ag	RTF Ca sens act	HTR5A inv ag	Keap1 Nrf2 FP
Cc1[nH]nc2oc(=O)c(CCO)c(C)c12	-4	-3	-4	0.6	2.8	-17	6	5	-13	-4
CC(=O)N1CSCC1C(=O)O (configuration not stated)	-4	-1	-9	-0.2	0.4	-2	-2	4	7	-1
CCCNC(=O)C1Cc2cc(S(=O)(=O)N3CCCC3)ccc2N1C(C)=O (configuration not stated)	-2	0	-8	-0.3	-3.5	18	-3	2	-8	-9
Cc1ccc(C)c(SCC(=O)c2ccc[nH]2)c1	1	x	3	-1.1	1.3	-7	-1	1	-2	1
CC(C)n1cnc2c(NCc3ccccc3)nc(NCc3ccccc3)nc21	-1	0	-6	1.4	0.1	0	11	-7	-15	2
CCOC(=O)C1CCN(C(=O)c2ccccc2NC(=O)c2ccc(Br)cc2)CC1	-1	-3	-9	0.9	-1.1	8	-1	-4	-8	0
CCCCOc1ccc(-c2c(C(=O)Nc3ccccc3)c(C)[nH]c(=S)c2C#N)cc1	-3	-5	-14	-1.3	3.5	-23	14*	-2	-35	-3
NC(=O)c1ccsc1NC(=O)COC(=O)c1ccc(Cl)c(N)c1	1	3	4	2.7	4.2	-27	1	0	-2	7

Part of the list above, with bars between the fields:
structure | V-ATPase pHluor | CAL-PDZ inh HTS | RTF Ca sens inh | LANA DNA inh | OPRM1-OPRD1 ag | OPRM1-OPRD1 inv | HTR5A ag | RTF Ca sens act | HTR5A inv ag | Keap1 Nrf2 FP
Cc1cc(C)nc(Sc2c(C)n[nH]c2C)n1 | 1 | 1 | -8 | 0.5 | -2.0 | 11 | 3 | 4 | -8 | -1
COc1ccc(S(=O)(=O)CCc2nnc(NC(C)=O)s2)cc1 | -2 | -4 | 0 | 1.3 | -3.0 | 15 | 4 | -1 | 6 | 2
CC(C)CC(=O)NC(=S)Nc1ccccc1N1CCCC1 | 1 | x | 1 | 2.2 | 9.0 | -46 | -2 | 1 | -3 | -4
O=C(Nc1ccccc1)/C(=C/c1ccccc1)NC(=O)c1ccco1 | -2 | -6 | 1 | -1.5 | -1.3 | 7 | 5 | 1 | -3 | 2
COC(=O)c1ccc(COc2ccc(C=O)cc2)o1 | 3 | -11 | 8 | 0.4 | -1.7 | 9 | 0 | 2 | -2 | 2
CCCCn1c(SCC(=O)NC2CCS(=O)(=O)C2)nc2cc(S(N)(=O)=O)ccc21 (configuration not stated) | 1 | -2 | -4 | -1.6 | -0.2 | 1 | 0 | 1 | -15 | -6
Cc1[nH]nc2oc(=O)c(CCO)c(C)c12 | -4 | -3 | -4 | 0.6 | 2.8 | -17 | 6 | 5 | -13 | -4
CC(=O)N1CSCC1C(=O)O (configuration not stated) | -4 | -1 | -9 | -0.2 | 0.4 | -2 | -2 | 4 | 7 | -1
CCCNC(=O)C1Cc2cc(S(=O)(=O)N3CCCC3)ccc2N1C(C)=O (configuration not stated) | -2 | 0 | -8 | -0.3 | -3.5 | 18 | -3 | 2 | -8 | -9
Cc1ccc(C)c(SCC(=O)c2ccc[nH]2)c1 | 1 | x | 3 | -1.1 | 1.3 | -7 | -1 | 1 | -2 | 1
CC(C)n1cnc2c(NCc3ccccc3)nc(NCc3ccccc3)nc21 | -1 | 0 | -6 | 1.4 | 0.1 | 0 | 11 | -7 | -15 | 2
